Screens (PubChem BioAssay)
HEK293 viab: GF-AFC viability counterscreen for inhibitors of alpha-synuclein gene (SNCA) expression | HEK-293-SNCA-luc viability, GF-AFC fluorescence, 24 h | Potency, µM (doses to about 57.1 µM), for the others: top-dose activity change, negative = cytotoxicity, most hits filed as cytotoxic | 0.12% of 150,000 active | AID 1671193, 2021;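 further: potency means the concentration at half of the fitted maximal effect; 0% = DMSO-treated cells and -100% = medium-only wells without cells; nearly all actives have a fitted effect of over 30% in size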
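Cytotoxicity counterscreen: after 24 h compound treatment of genome-edited SNCA-luciferase HEK-293 cells, live-cell protease substrate GF-AFC read by fluorescence after 30 min; activity scaled between DMSO (0%) and medium-only (-100%), curves Hill-fitted.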
GPT2 inhibitor: Primary qHTS assay for inhibitors of Glutamate pyruvate transaminase 2 (GPT2); Alanine aminotransferase 2 (Homo sapiens), Q8TD30; Recombinant GPT2, coupled pyruvate oxidase/HRP Amplex Red fluorescence; Potency, µM (top dose mostly 57.7 µM), for inactives: at the highest dose activity change, negative = inhibition, hits mostly inhibitors; 0.25% of 100,000 active; further: potency means the concentration at half of the fitted maximal effect; nearly all actives have a fitted effect of over 60% in size; many of its hits are not listed in these tables
Target sequence (Q8TD30 whole entry, looked up): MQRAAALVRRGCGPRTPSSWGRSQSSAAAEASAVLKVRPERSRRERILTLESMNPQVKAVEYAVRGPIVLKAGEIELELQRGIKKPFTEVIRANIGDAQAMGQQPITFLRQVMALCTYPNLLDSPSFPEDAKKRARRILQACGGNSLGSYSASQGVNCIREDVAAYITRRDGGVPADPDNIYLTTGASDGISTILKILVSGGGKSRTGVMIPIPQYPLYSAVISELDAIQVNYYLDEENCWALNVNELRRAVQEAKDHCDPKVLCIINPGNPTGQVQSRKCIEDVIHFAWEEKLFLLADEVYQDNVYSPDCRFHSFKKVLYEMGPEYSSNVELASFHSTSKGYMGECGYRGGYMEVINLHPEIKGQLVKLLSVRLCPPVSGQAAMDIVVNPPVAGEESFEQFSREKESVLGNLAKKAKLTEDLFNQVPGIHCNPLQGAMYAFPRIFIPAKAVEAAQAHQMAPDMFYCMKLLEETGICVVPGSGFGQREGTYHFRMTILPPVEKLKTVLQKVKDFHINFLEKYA
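Fluorescence of coupled pyruvate oxidase/HRP/Amplex Red system (50uM Amplex, 30 min, dark) reports pyruvate formed by GPT2. Enzyme reaction: 10ng/uL GPT2, 2mM L-alanine, 250uM a-KG, 30 min room temperature, pH 7.5; 50uM AOA control.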
FLuc inh: Firefly luciferase inhibition profiling of diverse chemical library using quantitative high-throughput screening; purified P. pyralis luciferase, luminescence, biochemical; 2.5% of 76,000 active; Potency, µM (top dose mostly 115 µM), for inactives: top-dose activity change, negative = inhibition, hits mostly inhibitors; Luciferin 4-monooxygenase (Photinus pyralis), P08659; AID 1347043, 2019; further: potency means the concentration at half of the fitted maximal effect; nearly all actives have a fitted effect of over 65% in size
Target sequence (P08659 whole entry, looked up): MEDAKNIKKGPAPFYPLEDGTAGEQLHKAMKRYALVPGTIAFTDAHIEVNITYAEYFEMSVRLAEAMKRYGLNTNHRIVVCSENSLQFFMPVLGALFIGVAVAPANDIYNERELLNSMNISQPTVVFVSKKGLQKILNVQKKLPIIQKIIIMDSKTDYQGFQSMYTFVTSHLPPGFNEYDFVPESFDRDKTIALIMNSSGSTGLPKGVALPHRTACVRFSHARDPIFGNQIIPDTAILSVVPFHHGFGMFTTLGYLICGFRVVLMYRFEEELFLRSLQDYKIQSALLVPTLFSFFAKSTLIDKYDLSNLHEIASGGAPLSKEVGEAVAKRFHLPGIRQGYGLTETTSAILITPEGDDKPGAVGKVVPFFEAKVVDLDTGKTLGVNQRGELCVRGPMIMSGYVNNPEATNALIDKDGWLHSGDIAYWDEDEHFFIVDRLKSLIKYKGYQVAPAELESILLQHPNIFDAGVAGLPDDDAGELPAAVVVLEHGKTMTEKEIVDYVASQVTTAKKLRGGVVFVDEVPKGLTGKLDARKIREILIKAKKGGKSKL
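Cell-free enzyme assay, 10nM P. pyralis luciferase, luciferin and ATP each at 10uM. Inhibition profiled over a 6-point titration, read as luminescence.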
NIH3T3 tox: Cytotoxic Profiling in NIH 3T3 Cell Line of Diverse Libraries Using Quantitative High-Throughput Screening | NIH 3T3 viability, CellTiter-Glo ATP luminescence, 48-72 h | Potency, µM (titrated, usually from 96.7 µM), inactives show at the top dose activity change, negative = cytotoxicity, actives largely listed as inhibitors | 4.3% of 94,000 active | AID 1345082, 2018; further: potency means the concentration at half of the fitted maximal effect; nearly all actives have a fitted effect of over 55% in size
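Luminescent ATP readout (CellTiter-Glo, 10 min RT) after 48 or 72 hr compound exposure of NIH 3T3 cells seeded at 400 cells/well in 1536-well format; quantitative HTS.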
IP6K1 inh: Primary qHTS assay for small molecule inhibitors of Inositol hexaphosphate kinase 1 (IP6K1); Inositol hexakisphosphate kinase 1 (Homo sapiens), Q92551; IP6K1 kinase, ADP-Glo luminescence, 2 h; stronger effect = lower value; activity change, % (series mostly up to about 58 µM); 0.81% of 140,000 active; AID 1645851, 2021; in the data active means activity change below about -25%
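ADP-Glo luminescence measures ADP made by human IP6K1 during a 2 h RT reaction with ATP/IP6 (mix at 1.3 mM/130 uM); top library doses 57.5 and 19.1 uM final.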
SNCA expr inhib: Primary qHTS assay for inhibitors of alpha-synuclein gene (SNCA) expression; HEK-293 SNCA-luciferase knock-in, luminescence, 24 h; Potency, µM (doses to about 57.2 µM), for the others: top-dose activity change, negative = inhibition, usual class: inhibitors; 0.17% of 140,000 active; AID 1671194, 2021;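 further: potency means the concentration at half of the fitted maximal effect; plate controls were DMSO cells for no effect and cell-free wells for full effect; nearly all actives have a fitted effect of over 45% in size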
HEK293 tox: Cytotoxic Profiling in HEK 293 Cell Line of Diverse Libraries Using Quantitative High-Throughput Screening; Potency, µM (top dose mostly 115 µM), inactives show top-dose activity change, negative = cytotoxicity, most hits filed as inhibitors; 6.6% of 94,000 active; HEK 293 viability, ATP luminescence (CellTiter-Glo), 48-72 h; further: potency means the concentration at half of the fitted maximal effect; nearly all actives have a fitted effect of over 60% in size
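Read-out: CellTiter-Glo ATP luminescence. Cells: HEK 293, 250 cells/well. Exposure: 48 or 72 hr, 37 degree Celsius.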
* = called active by the depositor; [ ] = dose if it differs, or a comment. Unless noted, the call rests on the fitted dose curve; in most records, active means well fitted curve in the direction sought with a large enough effect; inconclusive means small, poorly fitted or top-dose-only effect, or another doubt; inactive means no such curve, though single readings can be large; an effect the other way counts as inactive or inconclusive. Unless noted, on the % scale 0 is the no-effect control and ±100 the full control effect.

CCc1ccc(OC(C)C(=O)N2CCC(c3nc4ccccc4s3)CC2)cc1 (centres undefined) was read as HEK293 viab -3%, IP6K1 inh -22 and SNCA expr inhib -5%.
CSc1ncc(C(=O)NCc2ccc(Cl)cc2)c(C(F)(F)F)n1 was read as HEK293 viab 8%, IP6K1 inh -16 and SNCA expr inhib -4%.
Screening O=S(=O)(c1ccccc1)c1nc(-c2cccs2)oc1SCc1ccc(F)cc1 returned HEK293 viab -3%, IP6K1 inh -16 and SNCA expr inhib -4%.
`CN(C)c1nc2c(c(=O)[nH]1)CCN(Cc1cccc(OC(F)(F)F)c1)CC2` gave HEK293 viab 9%, GPT2 inhibitor inactive, FLuc inh -1%, NIH3T3 tox -5%, IP6K1 inh 14, SNCA expr inhib -2% and HEK293 tox -3%.
CCOC(=O)c1ccc(NC(=O)c2c(NCc3cccc(OC)c3)sc3c2CCC3)cc1 was read as HEK293 viab 7%, IP6K1 inh 8 and SNCA expr inhib 17%.
For COc1ccccc1-c1[nH]nc2ncc(C(=O)N3CCN(Cc4ccccc4)CC3)nc12 the results were HEK293 viab -30%[87.6 µM], GPT2 inhibitor 0%[88.5 µM], FLuc inh -8%[172 µM], NIH3T3 tox inconclusive, IP6K1 inh 20, SNCA expr inhib inconclusive and HEK293 tox 100µM*.
`COCCNC(=O)c1ccc(OC2CCN(Cc3cccc(SC)c3)CC2)c(Cl)c1` gave HEK293 viab -3%, GPT2 inhibitor inactive, FLuc inh 0%, NIH3T3 tox inconclusive, IP6K1 inh 3, SNCA expr inhib -20% and HEK293 tox inconclusive.
Screening CN1C(=O)COC[C@@H]1[C@H](O)c1ccc(NC(=O)c2ccc(F)c(Cl)c2)cc1 returned HEK293 viab -14%[87.6 µM], GPT2 inhibitor -15%[88.5 µM], FLuc inh -1%[172 µM], NIH3T3 tox -20%[138 µM], IP6K1 inh -3, SNCA expr inhib -18%[87.6 µM] and HEK293 tox inconclusive.
Screening CCOCCOC1CCN(S(=O)(=O)c2cn(C)cn2)CC1 returned HEK293 viab 10%[12.5 µM], GPT2 inhibitor inactive, FLuc inh 1%, NIH3T3 tox inactive, IP6K1 inh 16, SNCA expr inhib 23% and HEK293 tox -3%.
`COc1ccc(NC(=O)c2ccnc(-c3nnc4ccc(Nc5ccccc5)nn34)c2)cn1` gave HEK293 viab -12%[87.6 µM], GPT2 inhibitor 4%[88.5 µM], FLuc inh 15%[172 µM], NIH3T3 tox inconclusive, IP6K1 inh -11, SNCA expr inhib -17%[87.6 µM] and HEK293 tox -22%[172 µM].
Screening CCCc1nc(C(=O)N2CCCCC2C(=O)OCC)cs1 (centres undefined) returned HEK293 viab -20%, GPT2 inhibitor inconclusive, FLuc inh -4%, NIH3T3 tox -6%, IP6K1 inh -2, SNCA expr inhib -18% and HEK293 tox 4%.
For C[C@H](C(=O)N1CCOCC1)C1CC[C@@]2(C)Cc3sc(-c4ccccc4)nc3[C@@H](C)[C@@H]2[C@H]1O (some centres undefined) the results were HEK293 viab -7%, GPT2 inhibitor 3%, FLuc inh 14µM*, NIH3T3 tox inconclusive, IP6K1 inh 0, SNCA expr inhib 3.2µM* and HEK293 tox inconclusive.
Screening Cc1oc(-c2ccccc2F)nc1CS(=O)CC(=O)NC(C)C (centres undefined) returned HEK293 viab 1%, IP6K1 inh 4 and SNCA expr inhib 13%.
O=C1C2CN([S+](=O)([O-])c3ccccc3)CCC2OCCN1Cc1ccccc1 (centres undefined) was read as HEK293 viab 14%[87.6 µM], GPT2 inhibitor 1%[88.5 µM], FLuc inh -14%[172 µM], NIH3T3 tox -19%[138 µM], IP6K1 inh -14, SNCA expr inhib -7%[87.6 µM] and HEK293 tox inconclusive.
CO[C@@H]1CO[C@H]2[C@@H]1OC[C@@H]2n1nnnc1C(C)C was read as HEK293 viab 3%[87.6 µM], GPT2 inhibitor 1%[88.5 µM], FLuc inh 4%[230 µM], NIH3T3 tox 0%[230 µM], IP6K1 inh -13, SNCA expr inhib 2%[87.6 µM] and HEK293 tox -3%[230 µM].
COCCN1CC2(CCC1=O)CCN(c1nc(C(C)C)ccc1C#N)CC2 was read as HEK293 viab 1%, GPT2 inhibitor 1%, FLuc inh 0%, NIH3T3 tox inconclusive, IP6K1 inh -1, SNCA expr inhib inconclusive and HEK293 tox inconclusive.
COCCOCc1nc(C2CCN(S(=O)(=O)c3cc(F)ccc3F)CC2)no1 was read as HEK293 viab 6%, GPT2 inhibitor -12%, FLuc inh -1%, NIH3T3 tox -22%, IP6K1 inh -10, SNCA expr inhib 9% and HEK293 tox -24%.
`Cc1cccc(C(=O)N2CCCC(N3CCN(c4cccc(C(F)(F)F)c4)CC3)C2)c1` (centres undefined) gave HEK293 viab 9%, GPT2 inhibitor 4%, FLuc inh -19%, NIH3T3 tox -27%, IP6K1 inh 18, SNCA expr inhib inconclusive and HEK293 tox inconclusive.
For Cc1cc(C)c(S(=O)(=O)n2cnc(C)c2)c(C)c1 the results were HEK293 viab 6%, IP6K1 inh 6 and SNCA expr inhib 3%.
`N#Cc1cccc(CN2CC[C@@H]3OCC(=O)N(Cc4ccccc4)[C@H]3CC2)c1` gave HEK293 viab -16%[87.6 µM], GPT2 inhibitor -9%[88.5 µM], FLuc inh -1%[172 µM], NIH3T3 tox inconclusive, IP6K1 inh 1, SNCA expr inhib -18%[87.6 µM] and HEK293 tox 100µM*.
CCN(CC)c1ccc(NS(=O)(=O)c2ccc3c(c2)CCCN3C(C)=O)c(C)c1 was read as HEK293 viab 12%, IP6K1 inh -3 and SNCA expr inhib inconclusive.
For CC[C@H](C)[C@H](N)C(=O)N1CCC2(CCC(=O)N(Cc3ccccc3)C2)CC1 the results were HEK293 viab inconclusive, GPT2 inhibitor 3%[11.5 µM], FLuc inh -6%, NIH3T3 tox -8%, IP6K1 inh -39*, SNCA expr inhib -7% and HEK293 tox 2%.
Cc1ccc(-c2cc3c(=O)n(CCNC(=O)c4ccoc4)ccn3n2)cc1C was read as HEK293 viab -19%, GPT2 inhibitor 1%, FLuc inh 7.1µM*, NIH3T3 tox inconclusive, IP6K1 inh -10, SNCA expr inhib 27% and HEK293 tox inconclusive.
Screening Cc1cccc(NC(=O)CS(=O)(=O)c2nc(-c3ccccc3)cn2-c2cccc(Cl)c2)c1C returned HEK293 viab -20%, IP6K1 inh 6 and SNCA expr inhib 116%[activator].
Screening COc1ccc(-n2cc(C(=O)OCc3ccc(F)c(F)c3)c3ccccc3c2=O)cc1 returned HEK293 viab 4%, IP6K1 inh -8 and SNCA expr inhib -1%.
O=C(CSc1nc(-c2ccc(F)cc2)[nH]c1-c1ccccc1)NCC1CCCO1 (centres undefined) was read as HEK293 viab inconclusive, IP6K1 inh 5 and SNCA expr inhib -8%.
For CCC(c1cccs1)N1C(=O)[C@H]2CN(C)C[C@H]2C1=O (some centres undefined) the results were HEK293 viab 11%, GPT2 inhibitor inactive, FLuc inh -4%, NIH3T3 tox 0%, IP6K1 inh -5, SNCA expr inhib 3% and HEK293 tox -3%.
Fc1ccc(CN2CCCC3(CC(c4cccc(C(F)(F)F)c4)=NO3)C2)cc1 (centres undefined) was read as HEK293 viab 6%, GPT2 inhibitor 0%, FLuc inh -3%, NIH3T3 tox inconclusive, IP6K1 inh 11, SNCA expr inhib 6% and HEK293 tox inconclusive.
Cc1cc(Nc2ccc(C)c(C)c2)n2cnnc2n1 was read as HEK293 viab -8%, IP6K1 inh -5 and SNCA expr inhib -10%.
Screening Cc1c(-c2ccccc2)oc2c(C(=O)OCCN3CCCCC3)cccc2c1=O returned HEK293 viab 25%[23.9 µM], GPT2 inhibitor inactive, IP6K1 inh -8 and SNCA expr inhib 23%[25.6 µM].
`Cc1cc2nc3n(c(=O)c2n1CC(=O)Nc1ccc2c(c1)OCO2)CCCC3` gave HEK293 viab -6%, GPT2 inhibitor inactive, FLuc inh 5%, NIH3T3 tox -6%, IP6K1 inh -4, SNCA expr inhib -22% and HEK293 tox -1%.
For COc1ccccc1CCC(=O)N1C[C@H](c2nc(-c3cccnc3)no2)[C@@H](C)C1 the results were HEK293 viab 1%, GPT2 inhibitor inactive, FLuc inh -17%, NIH3T3 tox -32%, IP6K1 inh -6, SNCA expr inhib -17% and HEK293 tox -38%.
Screening O=C(N[C@H]1[C@H](O)[C@H](O)C[C@@H]1c1ccncc1)c1ccccc1 returned HEK293 viab 6%[87.6 µM], GPT2 inhibitor inactive, FLuc inh -7%[172 µM], NIH3T3 tox 2%[174 µM], IP6K1 inh 10, SNCA expr inhib -1%[87.6 µM] and HEK293 tox inactive.
Screening O=c1cc(-c2ccccc2)n2c(SCc3ccc([N+](=O)[O-])cc3)nnc2[nH]1 returned HEK293 viab -1%, IP6K1 inh -10 and SNCA expr inhib -2%.
Cc1ccc2c(c1)c(=O)c1ccccc1n2CCCC(=O)Nc1ccc(Cl)cc1C was read as HEK293 viab inconclusive, IP6K1 inh -22 and SNCA expr inhib 7%.
Screening Cc1ccc(C)c(NC(=O)c2cc(S(=O)(=O)N3CCN(c4cccc(Cl)c4)CC3)ccc2F)c1 returned HEK293 viab 2%, IP6K1 inh 8 and SNCA expr inhib -11%.
O=C(NC1CC1)[C@@H]1C[C@H](Oc2ccccc2)CN1C(=O)CN1CCCCCC1 was read as HEK293 viab -26%, GPT2 inhibitor -9%, FLuc inh -1%, NIH3T3 tox inactive, IP6K1 inh 13, SNCA expr inhib -9% and HEK293 tox -5%.
`Cc1cn2nc(C(=O)NC3CCCCCC3)cc2c(N2CCCC2)n1` gave HEK293 viab 18%, GPT2 inhibitor -1%, FLuc inh -7%, NIH3T3 tox -2%, IP6K1 inh 10, SNCA expr inhib 18% and HEK293 tox -1%.
CNC(=O)[C@@H]1C[C@H](Oc2ccccc2)CN1S(=O)(=O)c1cccs1 was read as HEK293 viab -5%, GPT2 inhibitor -1%, FLuc inh 3%, NIH3T3 tox inactive, IP6K1 inh -4, SNCA expr inhib 16% and HEK293 tox inactive.

Two compounds drawn at random from the list so far, as already listed:
Cc1ccc2c(c1)c(=O)c1ccccc1n2CCCC(=O)Nc1ccc(Cl)cc1C was read as HEK293 viab inconclusive, IP6K1 inh -22 and SNCA expr inhib 7%.
O=C(NC1CC1)[C@@H]1C[C@H](Oc2ccccc2)CN1C(=O)CN1CCCCCC1 was read as HEK293 viab -26%, GPT2 inhibitor -9%, FLuc inh -1%, NIH3T3 tox inactive, IP6K1 inh 13, SNCA expr inhib -9% and HEK293 tox -5%.
